Source: PubChem BioAssay (The Scripps Research Institute Molecular Screening Center)
SRC1 TRFRET art: counter-screen for PPARgamma SRC-1 recruitment agonists: TR-FRET artefact | TR-FRET detection artefact counter-screen, emission ratio; active compounds read high | 99,000 tested, 0.34% active | TR-FRET ratio at 8 µM | AID 1051; in the data active = TR-FRET ratio above about 2300; note: inactives centre near 1800; reference of the scale not given here
SRC3 TRFRET art: counter-screen for PPARgamma SRC-3 recruitment agonists: TR-FRET artefact; PPARgamma/SRC-3 format; active compounds read high; 99,000 tested, 0.39% active; TR-FRET ratio at 8 µM; in the data active = TR-FRET ratio above about 2000; note: inactives centre near 1600; reference of the scale not given here
* = called active by the depositor. This is a subset (hit frequency here may not be typical).

compound	SRC1 TRFRET art	SRC3 TRFRET art
O=C(NC(Cc1ccccc1)C(=O)O)/C(=C/c1ccc(F)cc1)NC(=O)c1ccccc1 (stereo not drawn)	1745	1742
CN(C)/C=C1\Oc2ccc3ccccc3c2C1=O	1754	1689
Cc1ccc(CN2CCSc3sccc3C2=O)cc1	1775	1605
CC1=CC(C)(C)n2c(O)c(N=NC(N)=S)c3cccc1c32	1781	1718
Cc1ccc(Cl)cc1NC(=O)COC(=O)C1CC1	1750	1560
Cc1ccc(NC(=O)c2sc(N)nc2-c2ccccc2)cc1C	1696	1686
CCCCCCc1cc2cc(C(=O)Nc3ccccc3OC)c(=O)oc2cc1O	1754	1570
C/C(=N/NC(=O)c1ccco1)c1ccc(NC(=O)c2ccc(F)cc2)cc1	1742	1350
O=C(Cn1nnc(-c2ccc(F)cc2)n1)OCC(=O)c1ccccc1	1860	1489
CCSc1nc2c(c(=O)[nH]1)C(c1cccnc1)C(C(=O)OC)=C(C)N2 (stereo not drawn)	1771	1364
CCOC(=O)c1c(-c2ccccc2)csc1NC(=O)CSc1nncs1	1686	1477
Cn1cnnc1SC1c2cccc3cccc(c23)C1NS(=O)(=O)c1ccc(Cl)cc1 (stereo not drawn)	1989	1510
CC1CCCN(CCCOc2ccc(Br)cc2Cl)C1 (stereo not drawn)	1760	1621
Cc1nnc(C)n1N	1560	1616
O=C(Cn1cc2c(n1)CCCC2)NCc1ccccn1	1747	1539
Cc1cccc(C(=O)N(Cc2nc3ccccc3c(=O)[nH]2)C2CCCC2)c1	1716	1625
CC(=O)[C@@]1(O)CC[C@H]2[C@@H]3C[C@H](C)C4=CC(=O)CC[C@]4(C)[C@H]3CC[C@@]21C	1547	1646
CCCNC(=O)/C(=C/c1cn(S(=O)(=O)N(C)C)c2ccccc12)NC(=O)c1ccc(OC)cc1	1898	1527
CCCC(=O)OC/C(O)=C(\C#N)c1nc2ccccc2[nH]1	1769	1524
CCC(C)(C(=O)NC1CCCCC1)N(C(=O)C1CCC(=O)N1)c1ccc(C)cc1 (stereo not drawn)	1630	1550
CCc1ccc(C(=O)COC(=O)c2cc([N+](=O)[O-])ccc2NCCO)cc1	1742	1647
CCOC(=O)c1ccc2ncc(C(=O)OCC)c(Nc3ccc(N4CCOCC4)cc3)c2c1	1853	1303
CN1CCCC(OC(=O)c2cc(Br)ccc2Cl)C1 (stereo not drawn)	1728	1676
CCOC(=O)C1CCN(C(=O)CSCc2nc(-c3ccc(OCC)cc3)oc2C)CC1	1848	1441
Cc1nn(-c2ccccc2)c(Cl)c1/C=C1/C(=N)N2N=C(C(C)C)SC2=NC1=O	1532	1475
O=C1CC(N2CCC(O)(c3ccc(Br)cc3)CC2)C(=O)N1c1ccc(Cl)cc1 (stereo not drawn)	1696	1638
CC(C)(C)NC(=O)COC(=O)c1ccc(F)cc1Cl	1975	1504
Cc1ccccc1NC(=O)NC1(C(=O)N2CCCC2)CCCCC1	1681	1621
COc1ccc(CCNC(=O)COC(=O)/C=C/c2cccs2)cc1OC	1545	1371
COCCNC(=O)C(OC(=O)c1cccs1)c1ccc(F)cc1 (stereo not drawn)	1865	1726
O=C(COC(=O)c1ccc(Oc2ccccc2)cc1)Nc1nnc(-c2ccccc2)o1	2012	1711
CC(=O)c1c(C)[nH]c(C(=O)N(C)C(c2ccccc2)c2ccccc2)c1C	1673	1461
O=C1OCCC1Sc1nnc(-c2cccs2)n1Cc1ccccc1 (stereo not drawn)	1805	1604
CC(C)NC(=S)N(C)C1(c2ccccc2Cl)CCCCC1=O (stereo not drawn)	1496	1565
CC1(C)CC(CC(=O)NNc2nc(-c3ccccc3)cs2)C(=O)O1 (stereo not drawn)	1789	1535
CCOC(=O)C(NC(=O)CCC(=O)Nc1ccc(S(N)(=O)=O)cc1)C(O)c1ccccc1 (stereo not drawn)	1790	1718
CC(C)C(C(=O)NCc1ccco1)N(C(=O)CNS(=O)(=O)c1ccccc1)c1ccccc1 (stereo not drawn)	1786	1471
COc1cc(Cl)cc(C(=O)O)c1OCC(=O)O	1499	1469
O=C(CCC1CCCN(C(=O)Cn2cnnn2)C1)NCc1ccccc1F (stereo not drawn)	1567	1529
O=C(CSCc1ccccc1)N/N=C/c1ccc(OCC(=O)N2CCCCC2)cc1	1994	1652

Reformatted with values under each structure: six of the compounds above.
Every second line gives: SRC1 TRFRET art	SRC3 TRFRET art
> O=C1OCCC1Sc1nnc(-c2cccs2)n1Cc1ccccc1 (stereo not drawn)
    1805	1604
> CC(C)NC(=S)N(C)C1(c2ccccc2Cl)CCCCC1=O (stereo not drawn)
    1496	1565
> CC1(C)CC(CC(=O)NNc2nc(-c3ccccc3)cs2)C(=O)O1 (stereo not drawn)
    1789	1535
> CCOC(=O)C(NC(=O)CCC(=O)Nc1ccc(S(N)(=O)=O)cc1)C(O)c1ccccc1 (stereo not drawn)
    1790	1718
> CC(C)C(C(=O)NCc1ccco1)N(C(=O)CNS(=O)(=O)c1ccccc1)c1ccccc1 (stereo not drawn)
    1786	1471
> COc1cc(Cl)cc(C(=O)O)c1OCC(=O)O
    1499	1469

Further structures follow:
compound	SRC1 TRFRET art	SRC3 TRFRET art
CCCc1nnc(NS(=O)(=O)c2ccc(OC)cc2)s1	1951	1656
O=C(CN1C(=O)NC2(CCCC2)C1=O)N1CCc2ccccc2C1	1594	1387
CCCC(=O)NC(=S)c1c(C)n(C)n(-c2ccccc2)c1=O	1696	1633
CC(=NCCCn1ccnc1)c1c(C)[nH]n(-c2ccc([N+](=O)[O-])cc2)c1=O	1990	1776
O=C(NNC(=O)c1cccs1)c1ccc(S(=O)(=O)N2CCCCC2)cc1	1343	1610
CCc1cc2c3c(c1)C1(C(=O)N3C(C)(C)C=C2C)C(C#N)=C(N)Oc2[nH]c(=O)[nH]c(=O)c21 (stereo not drawn)	1777	1600
CC(=O)Nc1ccc(C(=O)NNC(=O)Cc2ccccc2)cc1	1803	1616
Cc1cc([N+](=O)[O-])nn1CCCC(=O)Nc1cccc(Cl)c1Cl	1901	1439
O=C(O)COc1ccccc1/C=N/NC(=O)c1cccc(S(=O)(=O)N2CCOCC2)c1	1944	1839
Cc1ccc(S(=O)(=O)n2nc(C)cc2N)cc1	2131	1556
Cc1ccc(C(=O)N/C(=C\c2cccc([N+](=O)[O-])c2)C(=O)NCc2ccncc2)cc1	1895	1391
C#CCOc1ccccc1CNc1ccccc1	1856	1414
COc1ccccc1NC(=O)COC(=O)c1ccc([N+](=O)[O-])s1	1724	1511
CCCNC(=O)C/C(C)=N/NC(=O)C(=O)Nc1ccccn1	1616	1852
COc1ccc(Cc2noc(CN3CCCN(Cc4ccc(F)cc4)CC3)n2)cc1OC	1970	1613
Cc1nn2c(COc3ccc(NC(=O)c4ccccc4)cc3)nnc2c2ccccc12	1847	1573
CCOc1cc(N2CCOCC2)c(OCC)cc1NC(=S)NCCCOC	1596	1475
COc1ccc(C(=O)Nc2ccccc2C(=O)NC(Cc2ccc(O)cc2)C(=O)NNC(=O)c2ccccc2)cc1 (stereo not drawn)	1670	1767
S=c1[nH]nc(-c2cccnc2)n1/N=C/C=C/c1ccco1	1907	1493
O=C(Oc1c(Cl)cc(Cl)c2cccnc12)c1cccc([N+](=O)[O-])c1	1722	1401
Cc1ccc(NS(=O)(=O)c2ccc(Cl)c(C(=O)O)c2)cc1S(=O)(=O)N1CCOCC1	1836	1558
Cc1ccc(C(=O)COC(=O)c2ccncc2)cc1[N+](=O)[O-]	1869	1708
O=c1cc(CSc2ccccc2)nc(-c2ccncc2)[nH]1	1467	1353
CCOC(=O)C1CCN(S(=O)(=O)c2ccc(C(C)(C)C)cc2)CC1	1663	1662
O=C(C[n+]1ccc(C(=O)NCc2ccccc2)cc1)c1ccc(OC(F)F)cc1	1532	1616
c1ccc(CNc2ccc3ccccc3n2)nc1	1568	1728
CC(=O)c1cccc(NC(=O)c2nc(-c3ccccc3)oc2C)c1	1710	1586
Cc1ccc(C(=O)/C=C/C(=O)O)cc1	1759	1607
OCCC1CN(Cc2cc3c(cc2Cl)OCO3)CCN1Cc1ccccc1 (stereo not drawn)	1755	1744
CCCN1CCN(CCCNC(=O)c2cc3c(=O)[nH]c4ccccc4c3s2)CC1	1912	1379
CCC1CCCCN1CCCNC(=O)CC1Oc2ccc(C)cc2NC1=O (stereo not drawn)	1876	1451
O=C1c2cccc3c(N4CCCCC4)ccc(c23)C(=O)N1c1ccccc1O	1564	1621
Cc1cccc(OCC(=O)NCC(=O)N/N=C/c2cccs2)c1	1812	1598
COc1c2ccoc2c(OC[C@@H](O)C(C)(C)O)c2oc(=O)ccc12	1796	1356
COc1cc(C(=O)NNC(=O)c2ccoc2C)cc(OC)c1OC	1827	1599
c1cc(CNCC2CCCO2)ccn1 (stereo not drawn)	1591	1277
COc1ccc(C(=O)N2CCN=C2SC)cc1	1791	1622
COc1ccc(-n2c(SCc3cccnc3)nc3c(c2=O)SCC3)cc1OC	1789	1722
O=C(Cc1cn(Cc2cccc(Cl)c2)c2ccccc12)N1CCCCCC1	2028	1679
CCOC(=O)CNC(=O)CCCCCC(=O)NCC(=O)OCC	1872	1502
O=C(Nc1ccc(Cl)c([N+](=O)[O-])c1)C(Sc1ccccc1)c1ccccc1 (stereo not drawn)	1595	1445
COC(=O)C(C)(C)ONC(=O)Nc1ccc([N+](=O)[O-])cc1	1792	1579
CC(C)CCn1c(Sc2nc3ccccc3o2)nc2c1c(=O)[nH]c(=O)n2C	1987	1414
O=c1c2ccccc2c(/C=N/c2n[nH]c(CCCO)n2)c(O)n1-c1ccccc1Cl	1903	1552
O=C(C1CCCN(S(=O)(=O)c2ccccc2[N+](=O)[O-])C1)N1CCN(c2ccccc2)CC1 (stereo not drawn)	1855	1685
CSc1ncccc1C(=O)N1CCCC(C(=O)c2ccc3ccccc3c2)C1 (stereo not drawn)	1813	1520
CCn1c(SCC(=O)NC2CCS(=O)(=O)C2)nnc1-c1ccccc1 (stereo not drawn)	1902	1806
O=C(NCCCN1CCOCC1)c1ccc(NC(=O)C2COc3ccccc3O2)cc1 (stereo not drawn)	1710	1597

Reformatted: entries from further up.
Structure: O=C(C1CCCN(S(=O)(=O)c2ccccc2[N+](=O)[O-])C1)N1CCN(c2ccccc2)CC1 (stereo not drawn)
- SRC1 TRFRET art = 1855
- SRC3 TRFRET art = 1685

Structure: O=C(Nc1ccc(Cl)c([N+](=O)[O-])c1)C(Sc1ccccc1)c1ccccc1 (stereo not drawn)
- SRC1 TRFRET art = 1595
- SRC3 TRFRET art = 1445

Structure: CCn1c(SCC(=O)NC2CCS(=O)(=O)C2)nnc1-c1ccccc1 (stereo not drawn)
- SRC1 TRFRET art = 1902
- SRC3 TRFRET art = 1806

Next part:
compound	SRC1 TRFRET art	SRC3 TRFRET art
O=C(O)c1ccccc1SC1CC(=O)N(c2ccc3c(c2)OCO3)C1=O (stereo not drawn)	1720	1661
COc1ccc(C(=O)Nc2ccc3nc(N4CCCCC4)cc(C)c3c2)c(OC)c1	1607	1533
CN(C)S(=O)(=O)c1cccc(NC(=S)N2CCCCC2CO)c1 (stereo not drawn)	1844	1527
O=C(CN1CCC(NC(=O)c2ccc(Br)cc2)CC1)NCc1cccs1	1905	1548
O=C1CCc2cc(S(=O)(=O)NCCC(=O)N3CCN(c4cccc(Cl)c4)CC3)ccc2N1	1881	1414
Cc1cccc(OCc2nc(C#N)c(NCCN(C)C)o2)c1	1889	1551
Cc1cc(NC(=O)c2ccc3c(c2)C(=O)N(C(C)(C)C)C3=O)no1	1780	1731
CCCCC(=O)Nc1cccc(C(=O)N/N=C/c2ccc(OC)cc2OC)c1	1843	1451
CN(Cc1ccccc1)C(=O)c1[nH]cnc1C(=O)N[C@@H](CCCCNC(=O)OC(C)(C)C)C(=O)OC(C)(C)C	1999	1699
CN(C(=O)c1ccc2c(c1)SC1=NS(=O)(=O)CCN12)C(c1ccccc1)c1ccccc1	1869	1758
COC(=O)c1ccc(/C=C/C(=O)c2cccc(OC)c2)cc1	1644	1504
CCC(C)(C)NC(=O)C1CCN(c2nc(C)cc(C)n2)CC1	1898	1452
CCOC(=O)Cn1ccc(-c2ccccc2)c(C#N)c1=O	1759	1612
Nc1ccc2c(c1)OCCOCCOCCOCCOCCO2	1984	1595
CCNS(=O)(=O)c1ccc(CCC(=O)NC2CCCC2)cc1	2038	1577
C/C(=N\NC(=S)Nc1ccc(C(C)C)cc1)c1ccc2c(c1)OCO2	1991	1627
On1c(-c2ccc(Cl)cc2)nc2ccccc21	1709	1778
Oc1ccc(-c2nnc(-c3ccccc3)c(-c3ccccc3)n2)cc1	1636	1718
COc1ccc([N+](=O)[O-])cc1NC(=O)C1(c2ccc(OC)c(OC)c2)CCOCC1	1851	1646
CCCCCCOC(=O)Nc1ccc(S(=O)(=O)Nc2cccc([N+](=O)[O-])c2)cc1	1869	1512
COc1ccccc1NC(=O)c1ccc(CSc2ncccn2)cc1	1883	1492
Cc1c(CNCC(C)c2ccccc2)c(C(=O)O)c(C)n1Cc1ccccc1 (stereo not drawn)	1597	1509
CCOc1ccc2c(c1)C(c1ccc(C)o1)=NNC(c1ccncc1)=N2	1795	1552
O=C(c1cnn2c(C(F)(F)F)cc(-c3ccccc3)nc12)N1CCOCC1	1776	1688
Cc1cccc(NC(=S)NC2CCCCC2)n1	1767	1687
COc1cccc(N2CCN(c3cnc4ccccc4n3)CC2)c1	1711	1410
CN1CCC(=NOc2ccc([N+](=O)[O-])cc2)CC1	1733	1624
CCCn1nc(C(=O)Nc2ccc3nc(C)sc3c2)c2ccccc2c1=O	2005	1895
Cc1ccc(NC(=O)C(OC(=O)c2ccc(NC(N)=O)cc2)c2ccccc2)cc1Cl (stereo not drawn)	1737	1637
